Bioassay records from PubChem BioAssay.
aSyn yeast rescue – alpha-synuclein toxicity suppression in yeast. 94,000 tested, 0.02% active. Potency, µM (highest dose often 46.1 µM), for inactives: at the top dose growth rescue (activation), most hits filed as activators. S. cerevisiae alpha-synuclein toxicity rescue, BacTiter-Glo growth, 24 h; active means well fitted activation curve with a large enough effect; inconclusive means small, poorly fitted or top-dose-only effect; further: 0% is about no effect
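Growth restoration measured by BacTiter-Glo luminescence after 24 hr at 30 deg C; alpha-synuclein yeast, raffinose-pregrown to mid-log, were added at OD600=0.02 in galactose medium onto pinned compounds.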
* hit, by the source's call; ? = inconclusive; & = joins results of further samples; [ ] = dose if it differs, or a comment. Potency means the concentration at half of the fitted maximal effect.

molecule	aSyn yeast rescue
COc1ccc(CCNC(=O)c2ccc(SC)cc2OC)cc1	3%
CCCCn1c(N)c(N(CC(C)C)C(=O)CCCc2nc3ccccc3c(=O)[nH]2)c(=O)[nH]c1=O	-4%
COC(=O)c1ccc(NC(=O)C(c2ccccc2)N2Cc3ccccc3C2=O)cc1 (stereo not given)	-6%
O=C(C(=O)N1CCN(c2ccccc2F)CC1)c1cn(CC(=O)N2CCCC2)c2ccccc12	2%
CCOc1ccc(NC(=O)N2CCN(S(=O)(=O)c3ccc4c(ccn4C)c3)CC2)cc1	-8%
O=C(NCCCO)c1nn(-c2ccc(Cl)cc2)nc1CO	-6%
COC(=O)C[C@@H]1C[C@@H]2c3cc(NS(=O)(=O)c4ccc(F)cc4)ccc3O[C@@H]2[C@@H](CO)O1	1%
Cc1ccc(CNC(=O)Nc2cn(CC(C)C)c(=O)c3ccccc23)cc1	0%
CN(C)CCCN(C(=O)c1ccco1)c1nc2ccc(Br)cc2s1	0%
CCOC(=O)c1c(NC(=O)c2nc(SC)ncc2Cl)sc(C)c1C	-1%
O=C(COC(=O)c1cc([N+](=O)[O-])ccc1N1CCOCC1)Nc1c(Cl)cccc1Cl	-3%
O=C(COC(=O)CSc1ccc2ccccc2c1)Nc1ccccc1OC(F)F	-1%
CCCn1c2ccccc2c2cnn(CC(=O)NC(CCSC)C(=O)OC)c(=O)c21 (stereo not given)	-19%
Cn1cnc2nc[nH]c2c1=O	-4%
C=CCN1C(=O)C2C3C=CC(C2C1=O)C1C2C(=O)N(CC=C)C(=O)C2C31 (stereo not given)	-6%
Cc1noc(C)c1S(=O)(=O)N1CCC(C(=O)N2CCN(c3cccc(C(F)(F)F)c3)CC2)CC1	-3%
COc1cccc(C(=O)Nc2ccc(NC(=O)C3CCCCC3)nc2)c1	6%
CC(C)CC(=O)Nc1nnc(SCC(=O)NCc2ccco2)s1	-9%
COc1cc(/C=C2\SC(=S)N(C(C(=O)O)c3ccccc3)C2=O)cc(OC)c1OC (stereo not given)	-4%
COC(=O)Nc1ccc(S(=O)(=O)N2CCCC(C(=O)N3CCOCC3)C2)cc1 (stereo not given)	2%
Cc1ccc2nc3n(c(=O)c2c1)-c1ncccc1C(=O)NC3Cc1ccccc1 (stereo not given)	-7%
Cc1nn(C(=O)COc2ccccc2Br)c(C)c1Sc1ccccc1	6%
CCc1ccc(C(=O)c2cn(CC(=O)Nc3ccc4c(c3)OCCO4)c3ccc(C)cc3c2=O)cc1	3%
CCOc1ccsc1C(=O)O	-8%
CCN(Cc1ccccc1)C(=O)c1cc2c(=O)oc3ccc(C)cc3c2s1	12%
CCOc1ccccc1NCc1nnc2n1CCCCC2	7%
Cn1c[n+](C)cc1-c1ccc(/C(N)=N/O)cc1	-5%
CN(CC(=O)Nc1cccc(C(F)(F)F)c1)S(=O)(=O)c1ccc2[nH]c3c(c2c1)CCCC3	7%
COc1ccc(CCn2cnc3c([nH]c4ccccc43)c2=O)cc1	11%
COc1cc(NC(=O)CN2C(=O)CN(C)C(=O)c3ccccc32)cc(OC)c1OC	-5%
O=C(CN1C(=O)COc2ccc(S(=O)(=O)N3CCCCCC3)cc21)N1CCN(c2ccc(F)cc2)CC1	-4%
CCN1C(=O)[C@H]2[C@@H](c3ccc(OC)cc3)N[C@]3(CCCN(CCC(C)C)C3=O)[C@H]2C1=O	-12%
Cc1ccccc1Nc1nnc(SCC(=O)c2c(N)n(C3CC3)c(=O)[nH]c2=O)s1	-9%
COc1ccc(NC(=O)CC(C)n2nc(C)cc2C)cc1Cl (stereo not given)	7%
Cc1nc2ccc(Cl)cc2n1C	-4%
COc1ccc(CNC(=O)c2ccc3c(c2)N(Cc2ccccc2C)C(=O)c2ccccc2S3=O)cc1 (stereo not given)	-1%
Cc1ccccc1C(=O)N1CCC(C(=O)Nc2nc3ccc(F)cc3s2)CC1	13%
CC(OC(=O)CCN=C1NS(=O)(=O)c2ccccc21)C(=O)Nc1ccc(N(C)C)cc1 (stereo not given)	6%
COc1ccc(CCNC(=O)Cn2cccc2C(=O)c2ccccc2)cc1OC	-6%
O=c1cc(-c2ccc(O)cc2)oc2ccccc12	-9%
CC1CCC(N2CCN(S(=O)(=O)Cc3ccccc3)CC2)CC1 (stereo not given)	8%
COc1ccc(CNn2c(-c3cccs3)nc3ccccc3c2=O)cc1OC	-5%
CNC[C@@H]1Oc2cc(Br)ccc2S(=O)(=O)N([C@@H](C)CO)C[C@H]1C	-5%
CC1Cn2cc(C(=O)Nc3ccccc3C(F)(F)F)c(=O)c3c(Cl)ccc(c32)O1 (stereo not given)	4%
O=C(N/N=C/c1ccco1)c1ccc2nc[nH]c2c1	2%

Not a retest: an excerpt of the list.
molecule	aSyn yeast rescue
COc1ccc(CCNC(=O)c2ccc(SC)cc2OC)cc1	3%
CCCCn1c(N)c(N(CC(C)C)C(=O)CCCc2nc3ccccc3c(=O)[nH]2)c(=O)[nH]c1=O	-4%
COC(=O)c1ccc(NC(=O)C(c2ccccc2)N2Cc3ccccc3C2=O)cc1 (stereo not given)	-6%
O=C(C(=O)N1CCN(c2ccccc2F)CC1)c1cn(CC(=O)N2CCCC2)c2ccccc12	2%
CCOc1ccc(NC(=O)N2CCN(S(=O)(=O)c3ccc4c(ccn4C)c3)CC2)cc1	-8%
O=C(NCCCO)c1nn(-c2ccc(Cl)cc2)nc1CO	-6%
COC(=O)C[C@@H]1C[C@@H]2c3cc(NS(=O)(=O)c4ccc(F)cc4)ccc3O[C@@H]2[C@@H](CO)O1	1%

The listing continues:
molecule	aSyn yeast rescue
CCN1CCN(S(=O)(=O)c2ccc(Cl)c(C(=O)Nc3ccccc3N3CCCCC3)c2)CC1	-51%[inhibitor]
O=C(NCC1CCCO1)/C(=C\c1ccccc1F)NC(=O)c1ccccc1 (stereo not given)	3%
COc1cccc(NC(=O)CSc2cc(C)[nH]c(=O)n2)c1	1%
O=C(NNC(=O)c1cc(Cl)nc2ccccc12)c1ccccc1F	2%
CC(C)Sc1oc(-c2cccs2)nc1S(=O)(=O)c1ccc(Cl)cc1	2%
CCOC(=O)c1c(C)n(-c2ccccc2)c2ccc(OC(=O)c3ccccc3NC(=O)C(C)(C)C)cc12	?
COc1cc(NC(=O)CCNC(=O)Cn2ccc3ccccc3c2=O)cc(OC)c1OC	9%
O=C(O)c1cccc(NC(=S)NC(=O)c2ccc(-c3ccc(Cl)cc3)o2)c1	7%
COc1ccc(C(CNC(=O)COc2cc(C)ccc2Cl)N2CCCCC2)cc1 (stereo not given)	9%
O=C(O)c1cocc1C(=O)O	-8%
CCOc1ccc2cc(S(=O)(=O)N3CCCCC3)ccc2c1	5%
COc1cc(OC)cc(-n2c(=O)[nH]c3cc(C(=O)NCCc4ccc(C)cc4)ccc3c2=O)c1	-2%
CC(C)c1ccc(NS(=O)(=O)c2ccc3[nH]cc(C(=O)NCC4CCCO4)c(=O)c3c2)cc1 (stereo not given)	1%
COc1ccc(NC(=O)C2CCCN(S(=O)(=O)c3ccc(F)cc3)C2)cc1 (stereo not given)	2%
Cc1ncc([N+](=O)[O-])n1CCOC(=O)c1cc(Cl)cc(Cl)c1N	10%
CCc1ccc(-n2c(N3CCN(c4cccc(Cl)c4)CC3)nc3ccccc3c2=O)cc1	8%
COC(=O)c1c(NC(=O)/C(C#N)=C/c2ccc(OC)cc2)sc2c1CCC2	-10%
COc1ccc(-c2nnc(SCC(=O)N3CCCCC3)o2)cc1	5%&1%
Cc1cc(=O)[nH]c(SCC(=O)Nc2ccc(F)cc2)c1C#N	-10%
COc1ccc(C)cc1NC(=O)Nc1nnc(N2CCCCC2)s1	-7%
CC(=O)c1ccc(NC(=O)C2CCCN2S(=O)(=O)c2cccs2)cc1 (stereo not given)	-3%
COc1ccc(-c2ccc(CN3C(C(C)C)C(=O)N(Cc4cn(CCC5OCCO5)nn4)CCS3(=O)=O)cc2)cc1OC (stereo not given)	-4%
CCOC(=O)C1=C(CN2CCC(C(=O)OCC)CC2)NC(=O)NC1c1ccc(Cl)cc1 (stereo not given)	2%
c1ccc(-c2nc3ccccc3s2)nc1	13%
CN(C)S(=O)(=O)c1ccc(NC(=O)CN2C(=O)NC3(CCCC3)C2=O)cc1	-9%
Cc1cccc(N2CCN(c3ccc4cc(S(=O)(=O)N5CCC(C)CC5)ccc4n3)CC2C)c1 (stereo not given)	-4%
CCOC(=O)C1=C(COC(=O)COc2ccc(Br)cc2)NC(=O)NC1C (stereo not given)	-4%
Cc1cccc(NC(=O)c2ccc(-n3c(C)nnc3C)cc2)c1	-8%
CCCCn1c(=O)[nH]c(=O)c2c1nc(-c1ccc(-c3ccc(F)cc3)o1)n2C	2%
CCOC(=O)C1=C(c2ccccc2)Nc2ncnn2C1c1ccc(O)cc1 (stereo not given)	-1%
CCCCCC(=O)N1C[C@@H](n2cc(COC(=O)c3ccccc3)nn2)[C@H](O)C[C@@H]1c1ccc(OC)cc1	5%
CC1=C(C(=O)NCCCOC(C)C)C2(CCC(C)CC2)OC1=O (stereo not given)	6%
CCC1CN(C(=O)N2CCC(C(=O)N3CCN(c4cc(C)ccc4C)CC3)CC2)c2ccccc2O1 (stereo not given)	22%
CCCCCn1c(C(Cc2ccccc2)NC(=O)COC)nc2ccccc21 (stereo not given)	2%
CCOc1ccc(S(=O)(=O)N(CC(=O)NCCc2ccc(OC)cc2)c2ccccc2)cc1	-9%
Cc1ccc(C)c(S(=O)(=O)N2CCCC2CNC(=O)C(=O)Nc2ccccc2)c1 (stereo not given)	4%
CCOc1ccccc1N1CC(C(=O)Nc2ccccc2N2CCCC2)CC1=O (stereo not given)	-48%[inhibitor]
CSCCC(NC(N)=O)C(=O)Nc1cccc(S(=O)(=O)N2CCOCC2)c1 (stereo not given)	6%
CCCCn1c(N)c(N(CCOC)C(=O)c2ccc(C)c(S(=O)(=O)N3CCOCC3)c2)c(=O)[nH]c1=O	10%
Cc1nc2nc(NC(=O)c3ccc(C(C)(C)C)cc3)[nH]n2c(=O)c1C	-3%
Cn1c(SCc2ccc(F)cc2)nc2ccc(C(=O)NCc3cccc(Cl)c3)cc21	2%
Cc1oc2ncnc(N3CCOCC3)c2c1C(=O)N1CCN(c2cccc(C(F)(F)F)c2)CC1	4%
CC(C)c1ccc(NC(=O)CCn2c(=O)c3cccn3c3ccccc32)cc1	3%
CC1CCN(c2nnc(-c3ccccc3)c3ccccc23)CC1	-10%
Cc1ccc(NC(=O)C2CCCN(S(=O)(=O)c3ccc4c(c3)oc(=O)n4C)C2)cc1Cl (stereo not given)	3%
C[C@@H]1CN([C@H](C)CO)C(=O)CCCn2cc(nn2)CO[C@H]1CN(C)S(=O)(=O)c1ccccc1C#N	-5%
O=C(NC1CCCCC1)c1cc(F)cc2c1OCOC2	-5%
CCS(=O)(=O)N1CCc2cc(C(=O)Nc3cc(C(F)(F)F)ccc3Cl)ccc21	-11%
CCCOc1ccc(C(=O)CCC(=O)OCC(=O)Nc2cccc(S(N)(=O)=O)c2)cc1	8%
CCOC(=O)c1c(NC(=O)C(C)Sc2cn(CCNC(=O)c3ccccc3OC)c3ccccc23)sc2c1CCC2 (stereo not given)	24%
CSc1ccccc1C(=O)C1CCCN(C(=O)c2cccc(Cn3cccn3)c2)C1 (stereo not given)	-5%
CCCn1c(=O)c(C(=O)N/N=C/c2ccc(F)cc2)c(O)c2ccccc21	8%
CC(C)c1ccc(Nc2ncccc2C(=O)O)cc1	12%
NC(=S)Nc1cc(Cl)ccc1Cl	?
Cc1cccn2c(=O)c3cc(C(=O)NC(C)c4ccccc4)c(=N)n(CCCO)c3nc12 (stereo not given)	-2%
O=C(NC1CCCCC1)C(c1ccco1)N(C(=O)c1csnn1)c1ccc(Cl)cc1 (stereo not given)	11%
CCOc1ccc(CCNC(=O)c2ccc(Cl)c(S(=O)(=O)N3CCOCC3)c2)cc1OCC	2%
S=c1[nH]nc(COc2ccccc2)n1/N=C/c1cccc(Br)c1	3%
Cc1ccccc1N1CCN(C(=O)c2ccccc2NC(=O)c2ccccc2C(=O)O)CC1	19%
Cn1nnnc1SCCCNCc1cc(Cl)ccc1OCc1ccc(F)cc1	7%

In the list so far, three contain a cyano group.
molecule	aSyn yeast rescue
COC(=O)c1c(NC(=O)/C(C#N)=C/c2ccc(OC)cc2)sc2c1CCC2	-10%
Cc1cc(=O)[nH]c(SCC(=O)Nc2ccc(F)cc2)c1C#N	-10%
C[C@@H]1CN([C@H](C)CO)C(=O)CCCn2cc(nn2)CO[C@H]1CN(C)S(=O)(=O)c1ccccc1C#N	-5%

More structures follow.
molecule	aSyn yeast rescue
CC(C)(Oc1ccc(Cl)cc1)C(=O)Nc1c2c(nn1C(C)(C)C)CS(=O)(=O)C2	8%
COc1ccc(C(=O)Nc2ccc3oc(-c4cccnc4)nc3c2)cc1OC	-1%
O=C(CSc1nnc(-c2ccccc2)o1)N1CCCC1	-8%
CC(C)c1cnc2c(c1SCC(=O)c1ccccc1)c(=O)n(C)c(=O)n2C	7%
CCCN1C(=O)C2(c3ccccc31)c1c(oc3ccccc3c1=O)C(=O)N2CCO (stereo not given)	1%
COc1ccc(NC(=O)c2csnn2)cc1	-8%
N#Cc1c(SCC(=O)O)nc(N2CCOCC2)c2c1CCCC2	-18%
COc1ccccc1N/N=C1\COC(C)(C)CC1=O	6%

An excerpt. The share of hits here may be higher or lower than overall.
